# Compound activity as filed in PubChem.
# NF-kB neuron act: raises NF-kB expression in human neuronal cells. fold change at 12.5 µM. actives 1.6% (n = 190,000). NF-kB reporter expression; stronger effect = higher value; in the data active = fold change above about 3.3
# APP 5'UTR act: activates APP 5'UTR luciferase reporter; SH-SY5Y APP 5'UTR luciferase reporter, luminescence; zero percent = DMSO vehicle wells; activation, % at 2 µM; actives 1% (n = 190,000); AID 1276;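 active = activation above a set limit, based on mean plus 3 SD of controls, cut at about 140% in these data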; note: values of inactives mirror those of a sister screen read the other way
# STAT1 act: STAT1 signaling activation | AID 932 | activation (% of control), % at 5.5 µM | actives 2.6% (n = 200,000) | NIH 3T3 STAT1-luciferase reporter, IFN-gamma, luminescence; 100% = IFN-gamma alone, no compound;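 active = activation above the screen-wide mean activation plus 3 SD, cut at about 130% in these data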;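 note: raw ratio to IFN-gamma control signal so 100% means no change and 0% no light; values of inactives mirror those of a sister screen read the other way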
# FLuc inh counter: Photinus pyralis luciferase inhibition counter-screen. P08659. ATPLite firefly luciferase biochemical luminescence, 10 min. inhibition, % at 10 µM. actives 1.5% (n = 200,000);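 active = inhibition above about 50% when tested at 10 µM, limit read from the data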
# Target sequence (P08659 whole entry, looked up): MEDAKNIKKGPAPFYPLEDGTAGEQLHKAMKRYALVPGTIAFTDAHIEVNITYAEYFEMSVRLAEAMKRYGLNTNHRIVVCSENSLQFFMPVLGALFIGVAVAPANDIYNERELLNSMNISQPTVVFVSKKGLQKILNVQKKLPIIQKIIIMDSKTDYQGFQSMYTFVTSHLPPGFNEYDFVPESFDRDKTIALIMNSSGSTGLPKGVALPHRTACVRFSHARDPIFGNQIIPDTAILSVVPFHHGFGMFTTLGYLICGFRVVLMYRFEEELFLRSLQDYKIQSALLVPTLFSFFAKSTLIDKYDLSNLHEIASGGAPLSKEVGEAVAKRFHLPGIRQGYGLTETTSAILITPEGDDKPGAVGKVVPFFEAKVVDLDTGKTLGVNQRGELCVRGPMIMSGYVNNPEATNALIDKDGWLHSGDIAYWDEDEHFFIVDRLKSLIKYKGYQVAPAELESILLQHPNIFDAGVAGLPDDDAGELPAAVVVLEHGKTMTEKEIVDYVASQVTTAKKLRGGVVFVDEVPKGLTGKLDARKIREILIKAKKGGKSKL
# FLuc act counter: firefly luciferase counter-screen for stimulation assays. P08659. ATPlite luciferase biochemical, luminescence, 10 min; 0 = ATP-free wells, 1 = DMSO control. activation factor at 10 µM. 200,000 tested, under 10 active. AID 1027;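 active = luciferase activation factor, scaled between plate controls, of at least 2 with compound at 10 µM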
#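 System: luciferase plus luciferin reagent, cell-free; medium: PBS as buffer for the ATP substrate; dosing: test compounds dosed from 2 mM stocks in 100% DMSO; timing: 10 min post-reagent at room temperature; measured by: luminescence measurement of luciferase light output; evaluation: luciferase activation, seen as luminescence increase over controls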
# STAT3 activator: activators of IL-6 induced STAT3 signaling; U3A cells, IL-6 STAT3-luciferase reporter, luminescence; 100% = signal with IL-6 EC80 alone; activation (% of control), % at 5.6 µM; actives 0.91% (n = 190,000); AID 871;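 active = activation above the screen-wide mean of compound activation plus 3 SD, cut at about 130% in these data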;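 note: 0% = background luminescence of wells with medium and substrate only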
#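 Material: STAT3-luciferase reporter U3A cells; Probe or stimulus: IL-6 (33 ng/mL); Incubation: compound pre-incubation 1 h before IL-6, then 6 h stimulation at 37 °C; Technique: luminescence from STAT3-driven luciferase reporter; Evaluation: % activation versus median of IL-6-stimulated wells; Controls: IL-6-only high control.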
# STAT3 inh: inhibitors of IL-6 induced STAT3 signaling | inhibition, % at 5.5 µM | actives 0.89% (n = 190,000) | U3A cells, IL-6 STAT3-luciferase reporter, luminescence; host cell line lacks STAT1;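 active = inhibition above the mean inhibition across all screened compounds plus 3 SD, cut at about 44% in these data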;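 note: 0% = DMSO only wells and 100% = 100 µM nifuroxazide control wells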
# ROMK primary: modulates human ROMK potassium channel activity; AID 1918; B-score at 10 µM; actives 2% (n = 130,000); P48048; Tet-inducible ROMK, thallium flux fluorescence; actives lie on both sides;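 active = signal ratio slope over the read window, or its plate-corrected B-score, at least 3 SD from the plate mean, either direction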;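 note: B-score of the F/F0 ratio slope over 7 to 12 s after thallium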
# Target sequence (P48048 whole entry, looked up): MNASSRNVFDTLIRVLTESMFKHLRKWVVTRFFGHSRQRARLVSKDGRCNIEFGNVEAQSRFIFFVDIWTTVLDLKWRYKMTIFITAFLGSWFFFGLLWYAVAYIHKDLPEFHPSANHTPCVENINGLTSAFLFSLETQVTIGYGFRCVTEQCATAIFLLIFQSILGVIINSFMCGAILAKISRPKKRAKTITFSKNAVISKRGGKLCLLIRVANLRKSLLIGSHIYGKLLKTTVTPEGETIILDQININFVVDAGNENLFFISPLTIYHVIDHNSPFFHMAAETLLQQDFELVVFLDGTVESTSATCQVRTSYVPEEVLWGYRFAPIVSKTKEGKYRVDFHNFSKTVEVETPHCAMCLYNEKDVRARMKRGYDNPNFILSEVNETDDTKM
# APP 5UTR inh: APP translation inhibition | SH-SY5Y APP 5'UTR-luciferase reporter, luminescence | inhibition, % at 2 µM | actives 0.82% (n = 190,000) | AID 1285;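 active = inhibition above a set limit, derived from the sample mean plus 3 SD, cut at about 45% in these data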; note: values of inactives mirror those of a sister screen read the other way
# STAT1 inh: reduces IFN-gamma driven STAT1 reporter signal | NIH 3T3 STAT1-luciferase reporter, luminescence | inhibition, % at 5.5 µM | actives 0.35% (n = 200,000) | AID 920;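 active = inhibition above a set limit, the mean inhibition across all tested compounds plus 3 SD, cut at about 34% in these data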;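 note: 0% = IFN-gamma with DMSO and 100% = IFN-gamma with 300 µM nifuroxazide; values of inactives mirror those of a sister screen read the other way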
# The depositor's hits bear a star; / = not tested or not shown. Rows are unselected; any-hit rate near 7.1%.
SMILES,NF-kB neuron act,APP 5'UTR act,STAT1 act,FLuc inh counter,FLuc act counter,STAT3 activator,STAT3 inh,ROMK primary,APP 5UTR inh,STAT1 inh
O=C1c2ccccc2C(=O)c2c1cccc2N1CCN(Cc2ccccc2)CC1,0.91,3,104,6,0.9,84,23,/,-3,-4
COc1ccc(OC)c(S(=O)(=O)NC(N)=NCCc2ccccc2)c1,1.3,-4,93,-3,1,104,2,-0.18,4,5
Cn1c(SCC(=O)N2CCCC2)nc2cccnc21,1.4,-18,97,-6,1.1,91,13,/,18,2
Nc1cc(Oc2cccnc2)cc([N+](=O)[O-])c1,1.3,5,95,0,1,105,-1,0.79,-5,4
CCOC(=O)N1CCN(S(=O)(=O)/C=C/c2ccccc2)CC1,1,-3,98,-9,1.1,104,-2,0.33,3,2
Cc1cc(C)nc(NC(=O)Cc2ccc([N+](=O)[O-])cc2)c1,0.92,8,101,-7,1.1,96,7,/,-8,-2
Cn1c(C(=O)N(Cc2ccccc2)Cc2ccccn2)cc2sccc21,1,19,91,-7,1.1,99,8,/,-19,10
CN1C(=O)C(O)(CC(=O)c2cccc(-n3cccc3)c2)c2ccccc21 (stereo unspecified),0.98,2,96,6,0.9,101,5,/,-2,5
C/C(CC(=O)Nc1ccccc1Cl)=N\NC(=O)C(=O)NCCO,1.1,3,105,-4,1,104,1,/,-3,-7
CCOCCCNC(=O)C(c1ccc(Cl)cc1)N(Cc1cccs1)C(=O)c1ccccn1 (stereo unspecified),0.87,4,97,-1,1,103,4,0.64,-4,2
N[C@@H](Cc1ccc(O)cc1)c1nnc([C@H](CO)NC(=O)C2CCNCC2)o1,1.1,26,96,-7,1.1,/,/,/,-26,6
CCCNS(=O)(=O)c1ccc(NC(=O)c2cccnc2)cc1,0.95,/,90,-3,1,101,-1,0.13,/,6
CCN(C(=O)CN1CCN(c2ccccc2)CC1)c1c(N)n(Cc2ccccc2)c(=O)[nH]c1=O,0.98,-12,106,-7,1.1,106,-2,/,12,-7
O=C(Nc1ccccc1)c1ccc(=O)n(Cc2ccc(F)c(F)c2)c1,0.78,-1,94,-4,1,103,-1,-0.28,1,6
Cc1ccc2nc(Cl)c3cc(C(=O)NCCCN4CCCC4)sc3c2c1,1.5,-3,103,-6,1.1,99,2,/,3,-4
CCN(CC)C(=O)Cn1cnc2sc(C(=O)N3CCN(Cc4ccc5c(c4)OCO5)CC3)c(C)c2c1=O,1,23,93,-2,1,91,20,0.91,-23,6
Cc1cccc(-c2nnc(SCc3ccccc3)o2)c1,2.2,45,117,10,0.9,96,8,/,-45,-18
CN1CCN(c2ccccc2NC(=O)C(Cc2ccccc2)n2cccc2)CC1 (stereo unspecified),1.3,2,98,-6,1.1,113,-11,/,-2,3
C=CCn1c(COc2ccc(Cl)cc2)nnc1SCC(=O)c1c(N)n(C)c(=O)n(C)c1=O,1.1,-26,103,-4,1,94,11,0.31,26,-3
Cc1cccc2c(C(=O)N3CCN(C(=O)c4ccco4)CC3)cc(-c3cccc(Br)c3)nc12,0.76,6,98,-6,1.1,128,-28,0.93,-6,-1
NC(=O)Cn1c(=O)n(CCC(=O)NCCSCc2ccccc2)c(=O)c2ccccc21,1.1,-3,105,-3,1,95,9,-0.42,3,-7
CCn1c2c(c3cc(Br)ccc31)CCC/C2=N\O,1.1,-10,107,-7,1.1,105,-2,/,10,-8
CS(=O)(=O)N(CC(=O)NC1CCCCC1)c1cccc(Cl)c1,1.2,-4,99,1,1,107,-7,/,4,3
COc1cc2c(cc1OC)C(c1cccs1)N(C(=O)c1cccnc1)CC2 (stereo unspecified),1.1,-45,100,-6,1.1,113,-6,1.5,45*,-2

# One compound at a time, from the list above:
# `CCn1c2c(c3cc(Br)ccc31)CCC/C2=N\O` is listed as NF-kB neuron act = 1.1; APP 5'UTR act = -10; STAT1 act = 107; FLuc inh counter = -7; FLuc act counter = 1.1; STAT3 activator = 105; STAT3 inh = -2; ROMK primary = /; APP 5UTR inh = 10; STAT1 inh = -8
# `Cc1ccc2nc(Cl)c3cc(C(=O)NCCCN4CCCC4)sc3c2c1` is listed as NF-kB neuron act = 1.5; APP 5'UTR act = -3; STAT1 act = 103; FLuc inh counter = -6; FLuc act counter = 1.1; STAT3 activator = 99; STAT3 inh = 2; ROMK primary = /; APP 5UTR inh = 3; STAT1 inh = -4

# Some entries already given, reduced to STAT3 inh and STAT1 inh:
molecule | STAT3 inh | STAT1 inh
CCn1c2c(c3cc(Br)ccc31)CCC/C2=N\O | -2 | -8
CS(=O)(=O)N(CC(=O)NC1CCCCC1)c1cccc(Cl)c1 | -7 | 3

# (listing goes on)
SMILES,NF-kB neuron act,APP 5'UTR act,STAT1 act,FLuc inh counter,FLuc act counter,STAT3 activator,STAT3 inh,ROMK primary,APP 5UTR inh,STAT1 inh
COc1cc(/C=C/C(=O)Nc2ccccc2C(F)(F)F)cc(OC)c1OC,0.75,8,101,-2,1,101,6,-0.044,-8,-1
CCn1c(SCC(=O)NNC(=O)c2ccccc2)nnc1-c1ccncc1,1,4,102,-8,1.1,94,10,/,-4,-3
CC(C)=CC(=O)Nc1c(C)cc(C)cc1Cl,2,8,105,-7,1.1,104,3,-0.17,-8,-7
CC1CCCC2(C1)NC(=S)c1c(sc3c1CCCC3)N2 (stereo unspecified),0.87,-5,90,2,1,105,-3,0.49,5,11
O=C(COC(=O)c1ccncc1)c1ccc(Br)cc1,1.1,-2,104,23,0.8,100,4,-0.35,2,-6
O=C(O)C(CO)N=Cc1c(O)c2ccccc2oc1=O (stereo unspecified),1,8,96,-1,1,100,5,0.039,-8,6
COc1ccc(/C=N/Nc2cc(C)nc(-n3nc(C)cc3C)n2)c(OC)c1,0.34,-8,105,-4,1,105,-11,/,8,-5
CCOC(=O)c1cc(C(C)=O)c(=O)n(C)c1N,1.2,5,102,-5,1,110,-8,/,-4,-2
Cn1c(=O)c2c(nc(SCC(=O)Nc3ccccc3)n2C)n(C)c1=O,0.89,-2,100,-9,1.1,101,-2,/,2,1
CCOC(=O)C/C(C)=N/NC(=O)C1CC1(c1ccccc1)c1ccccc1 (stereo unspecified),1,11,102,-5,1,100,2,/,-11,-3
CCn1ccc(C(=O)NC2=NCCS2)n1,1.2,7,99,0,1,98,7,0.05,-7,1
CS(=O)(=O)N(CC(=O)N1CCN(c2cccc(Cl)c2)CC1)C1CCCCC1,0.73,10,95,0,1,97,9,/,-10,5
Cc1cc(O)c2c(-c3ccccc3)cc(=O)oc2c1,1.3,0,102,0,1,105,-3,-2.2,0,-3
COc1cccc(-c2nnc(NC(=O)Cc3cccs3)s2)c1,1.1,23,114,1,1,82,24,0.75,-23,-14
CCS(=O)(=O)c1nn2c(N)c(/C=C3/C=CC(=O)C(OC)=C3)c(=O)nc2s1,1,2,92,-3,1,103,-6,0.27,-2,9
COC(=O)c1ccc(C(=O)OC)c(-n2c(=O)c3ccccc3c3ccccc3c2=O)c1,1.1,-11,109,-1,1,99,3,-0.29,11,-10
COc1ccc(N2C(=O)CC(NNc3ncc(Cl)cc3Cl)C2=O)cc1 (stereo unspecified),0.95,0,106,-4,1,95,10,0.0034,0,-7
Cc1cc(=O)c2ccccc2n1Cc1ccccc1,1.1,-9,87,-4,1,79,28,-1.1,9,12
CC1CCN(c2ccc(NC(=O)c3cccnc3Cl)cc2)CC1,1.7,37,125,1,1,105,-4,0.66,-37,-29
CS/C(=N\S(=O)(=O)c1cccs1)Nc1ccc(N2CCOCC2)cc1,1.1,-4,102,-2,1,101,2,-0.61,4,-2
CSc1ccc(S(=O)(=O)N2CCCC2)cc1,0.94,-2,104,-3,1,99,4,-0.61,2,-4
CN(C)S(=O)(=O)n1cnc(-c2ccccc2)c1-c1ccccc1,1.3,5,103,-5,1,100,3,/,-5,-3
Cc1ccc(NC(=O)C2CCCN(C(=O)c3ccc(Cl)cc3)C2)cc1 (stereo unspecified),1.4,0,109,-2,1,101,6,0.2,0,-10
O=C(N/N=C/c1ccc(-c2ccccc2[N+](=O)[O-])o1)[C@H]1C[C@@H]1c1ccccc1,0.53,-9,99,-7,1.1,108,-9,/,9,2
Nc1[nH]n2c(=O)c3c(nc2c1N=Nc1ccccc1)CCCC3,0.82,-4,106,-4,1,89,21,0.049,4,-7
Cc1cc(=O)c2n(Cc3ccc(Cl)cc3)nc[n+]2[nH]1,1.4,-9,104,-4,1,106,-1,/,9,-4
O=C(CSc1nc(-c2ccco2)cc(C(F)(F)F)n1)NCc1cccs1,1.1,3,99,-8,1.1,98,4,0.27,-3,3
CCOc1ccccc1-c1nc(C(N)=O)c2[nH]c(=O)n(-c3cccc(C)c3)c2n1,0.36,5,93,-3,1,98,7,-0.91,-5,8
Cc1ncsc1CCOC(=O)C1C2CC3CC(C2)CC1C3 (stereo unspecified),1.2,-10,98,-2,1,106,-3,0.22,10,2
COc1ccc(NC(=O)COC(=O)c2c(C)noc2C)c(OC)c1,1,-9,109,-6,1.1,93,10,0.0014,9,-9
CC(C)CC(=O)N1CCC(O)(CS(=O)(=O)Cc2ccc(Cl)cc2)CC1,1.1,12,97,3,1,113,-4,/,-12,3
O=C(CCCCn1c(=O)c2ccccc2n(CC(=O)Nc2ccc(F)cc2)c1=O)NCc1ccco1,0.79,27,98,-6,1.1,96,9,/,-27,4
O=C(NCCN1CCOCC1)c1cc(-c2cccs2)on1,5.8*,20,116,-2,1,120,-17,/,-20,-17
COc1ccc(/C=N/NC(=O)CCCC(=O)NC2CCCCC2)cc1,1.3,0,100,2,1,108,-3,/,0,-1
COc1ccc(S(=O)(=O)c2nnn(-c3cccc(Cl)c3)c2N)cc1,1.2,-17,94,-5,1.1,101,0,-0.91,17,5
CC1CN(C(=O)Nc2ccc(Br)cc2Cl)CC(C)O1 (stereo unspecified),1.3,-7,99,-1,1,92,17,-0.0027,7,2
Cc1sc2ncnc(N3CCCC(C)C3)c2c1C (stereo unspecified),0.9,-4,86,-5,1,89,18,-0.47,4,13
O=C(c1cccs1)c1ccc(-c2cccs2)s1,5.3*,158*,77,78*,0.2,54,61*,0.94,-158,25
CN(C)c1ccc(/C=C2\NC(=S)N(Cc3ccccc3)C2=O)cc1,1.2,23,101,-7,1.1,97,5,/,-23,-1
CCC(C)(C)n1nnnc1CN1CCSCC1,1.1,-3,102,-9,1.1,125,-24,/,2,-2
O=[N+]([O-])c1ccc(/C([O-])=C(/C(=S)NCc2ccco2)[n+]2ccccc2)cc1,1.2,22,106,-4,1,104,-3,-0.46,-22,-8
CCSc1ncnc2sc3c(c12)CCC3,1.1,3,97,-2,1,107,-3,0.0026,-3,3
CC(C)(C)NC(=O)C(c1c[nH]c2ccccc12)N(C(=O)Cn1nnc(-c2ccc(F)cc2)n1)c1cccc(O)c1 (stereo unspecified),1,7,110,-2,1,108,-10,-0.83,-7,-12
Cc1cccc(C)c1NC(=O)c1sccc1SCC#N,1.9,-3,101,-4,1,109,-5,/,3,-1
CCC(C)NC(=O)C1(C)CCC(=O)N1CCc1ccc(OC)c(OC)c1 (stereo unspecified),1.6,2,101,-2,1,104,1,/,-2,-1
COc1ccc(N2CC(C(=O)Nc3ccccc3C(=O)NCc3ccco3)CC2=O)cc1 (stereo unspecified),1,-9,108,-4,1,108,-5,/,9,-9
CC(=O)Nc1cccc(-c2nc3ccccc3s2)c1,3,64,148*,23,0.8,102,3,0.31,-64,-53
